14-3-3 PPI: modulators of 14-3-3 gamma protein binding, primary screen, biochemical, fluorescence polarization; 14-3-3 protein gamma (Homo sapiens), P61981; FP, 14-3-3gamma / TMR-pS259-Raf peptide binding; inhibition, % at 40 µM; 160,000 compounds, 0.19% hits; in the data active = inhibition above about 30%;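 note: 0% = protein plus tracer without compound and 100% = blank with tracer alone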
Target sequence (P61981 whole entry, looked up): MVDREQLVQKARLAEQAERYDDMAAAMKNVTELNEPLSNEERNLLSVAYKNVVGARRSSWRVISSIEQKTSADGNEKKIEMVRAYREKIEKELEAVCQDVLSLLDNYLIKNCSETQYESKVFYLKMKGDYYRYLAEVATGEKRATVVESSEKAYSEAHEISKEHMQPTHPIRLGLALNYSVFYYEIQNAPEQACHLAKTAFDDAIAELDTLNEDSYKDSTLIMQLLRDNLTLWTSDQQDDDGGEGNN
* marks the source's active call; other numbers are inactive results; & = joins results of further samples. Not all compounds are listed. The share of hits here may be higher or lower than overall.

The opening 18 records, ahead of the listing:
SMILES	14-3-3 PPI
CCCCNc1nc(C)nc2sc(C)c(C)c12	0
CN(C)CCCN1C(=O)C(=O)/C(=C(/O)c2ccc(F)cc2)C1c1cccnc1 (stereo unspecified)	-1
COc1ccc(C2=NO[C@@H]3C(=O)N(c4cccc(C)c4C)C(=O)[C@H]23)cc1OC	-10
COc1ccc(C2=NN(CC(=O)NCCCN3CCCC(C)C3)C(=O)CC2)cc1 (stereo unspecified)	-7
Cc1ccc(C(=O)NCc2n[nH]c(=S)n2-c2ccc(Br)cc2)cc1C	-4
O=C1CC(c2ccco2)CC2=C1C=Nc1ccccc1N2 (stereo unspecified)	-3
Cn1c(=O)c2ncc(N3CCCCC3)nc2n(C)c1=O	4
COc1ccc(-n2nc(C(=O)NCC(=O)N3CCCC3)c3ccccc3c2=O)cc1Cl	-1
O=C(CCS(=O)(=O)c1ccc(Cl)cc1)OCC(=O)N1CCCCC1	3
COCCn1c(C)cc(C(=O)COC(=O)c2n[nH]c3ccccc23)c1C	-10
O=C(CN1CCCCC1)N1N=C(c2c(-c3ccccc3)c3cc(Cl)ccc3[nH]c2=O)CC1c1ccccc1 (stereo unspecified)	-4
O=C(N1CCCC1)N1CCN(c2ncnc3c(-c4ccc(Cl)cc4)nsc23)CC1	-8
O=C(O)c1ccn(Cn2cnc3ccccc32)n1	-1
Cc1nc(NC(=O)c2ccc(Cl)cc2[N+](=O)[O-])sc1C	-10
COc1ccc(C(=O)CSc2n[nH]c(-c3ccco3)n2)cc1C	-1
OC(C#CCN1CCCC1)(c1ccccc1)C1CCCC1 (stereo unspecified)	-1
CCOC(=O)c1sc(NC(=O)CSc2nnnn2-c2ccc(C)cc2)c(C(=O)OCC)c1C	-10
COc1cccc(N2CCN(C(=O)C3(S(=O)(=O)c4ccc(C)cc4)CC3)CC2)c1	-1

Main list, from the start:
SMILES	14-3-3 PPI
CCCCNc1nc(C)nc2sc(C)c(C)c12	0
CN(C)CCCN1C(=O)C(=O)/C(=C(/O)c2ccc(F)cc2)C1c1cccnc1 (stereo unspecified)	-1
COc1ccc(C2=NO[C@@H]3C(=O)N(c4cccc(C)c4C)C(=O)[C@H]23)cc1OC	-10
COc1ccc(C2=NN(CC(=O)NCCCN3CCCC(C)C3)C(=O)CC2)cc1 (stereo unspecified)	-7
Cc1ccc(C(=O)NCc2n[nH]c(=S)n2-c2ccc(Br)cc2)cc1C	-4
O=C1CC(c2ccco2)CC2=C1C=Nc1ccccc1N2 (stereo unspecified)	-3
Cn1c(=O)c2ncc(N3CCCCC3)nc2n(C)c1=O	4
COc1ccc(-n2nc(C(=O)NCC(=O)N3CCCC3)c3ccccc3c2=O)cc1Cl	-1
O=C(CCS(=O)(=O)c1ccc(Cl)cc1)OCC(=O)N1CCCCC1	3
COCCn1c(C)cc(C(=O)COC(=O)c2n[nH]c3ccccc23)c1C	-10
O=C(CN1CCCCC1)N1N=C(c2c(-c3ccccc3)c3cc(Cl)ccc3[nH]c2=O)CC1c1ccccc1 (stereo unspecified)	-4
O=C(N1CCCC1)N1CCN(c2ncnc3c(-c4ccc(Cl)cc4)nsc23)CC1	-8
O=C(O)c1ccn(Cn2cnc3ccccc32)n1	-1
Cc1nc(NC(=O)c2ccc(Cl)cc2[N+](=O)[O-])sc1C	-10
COc1ccc(C(=O)CSc2n[nH]c(-c3ccco3)n2)cc1C	-1
OC(C#CCN1CCCC1)(c1ccccc1)C1CCCC1 (stereo unspecified)	-1
CCOC(=O)c1sc(NC(=O)CSc2nnnn2-c2ccc(C)cc2)c(C(=O)OCC)c1C	-10
COc1cccc(N2CCN(C(=O)C3(S(=O)(=O)c4ccc(C)cc4)CC3)CC2)c1	-1
COc1ccc(C2SC(NC(C)=O)=NN2C(C)=O)cc1OC (stereo unspecified)	-3
Cn1c(C(=O)NCCN2CCN(c3ccccc3F)CC2)cc2c(=O)n(C)c3ccccc3c21	-3
CCOC(=O)C1=C(C)Nc2nc(SCC)[nH]c(=O)c2C1c1ccc([N+](=O)[O-])cc1 (stereo unspecified)	-12
CCN(CC)C(=O)c1ccc(SCc2ccccc2Cl)c([N+](=O)[O-])c1	-1
Cc1sc2nnn(CC(=O)N3CCN(C(=O)c4ccco4)CC3)c(=O)c2c1C	-7
CC(O)C(=O)C12CC3CC(CC(C3)C1)C2 (stereo unspecified)	8
CCN(Cc1c(C#N)c2ccccc2n1C)c1ccccc1	-4
Cc1ccc(C=Cc2ccncc2)cc1	-11
Cc1ccc(S(=O)(=O)N(CCO)c2ccccc2)cc1	3
COc1cc(OC)cc(C(=O)Nc2cc(-c3nc4ncccc4o3)ccc2Cl)c1	-13
CCOc1cc(C2CC(=O)Nc3c2ccc2ccccc32)ccc1OC(=O)C1CCCCC1 (stereo unspecified)	-11
N#Cc1c2c(c(NC3CCCCC3)n3c1nc1ccccc13)CCC2	-39
O=C(NCCCN1CCOCC1)C(=O)Nc1cccc(Cl)c1	-4
COc1ccc(CC(=O)Nc2c3c(nn2-c2cccc(Cl)c2)CS(=O)C3)cc1 (stereo unspecified)	1
O=C(COc1ccccc1)NC(C=Cc1ccccc1)c1cc(Cl)c2cccnc2c1O (stereo unspecified)	1
CC(C(=O)Oc1ccc2c(c1)OCO2)N1C(=O)c2ccccc2C1=O (stereo unspecified)	0
O=C(Nc1cc(C(F)(F)F)ccc1Cl)c1ccccc1Br	-4
O=c1c2cccnc2[nH]c(=S)n1CCCN1CCCCC1	-4
COc1ccc(NC(=O)CNC(=O)Cn2cnc3ccccc3c2=O)cc1OC	3
COc1cccc2cc(C(=O)Nc3ccc(F)cc3)c(=Nc3sc4c(c3C(N)=O)CCCC4)oc12	-41
CC1=C(C(=O)N2CCCCC2)C(c2ccc(O)cc2)C2=C(CC(C)(C)CC2=O)N1 (stereo unspecified)	6
COc1ccccc1N=C1C(=O)Nc2ccccc21	-6
O=C1C2C3CCC(C3)C2C(=O)N1c1ccc(F)c([N+](=O)[O-])c1 (stereo unspecified)	-5
COc1ccc2cc(CCNC(=O)c3ccc4c(c3)OCO4)c(=O)[nH]c2c1	-6
Cc1csc(NC(=O)CSc2nnc(Cn3c(=O)sc4ccccc43)n2-c2ccccc2)n1	1
O=C(Nc1cc([N+](=O)[O-])cc2oc(-c3ccccc3)cc12)c1ccccc1F	-8
CC(=O)Nc1ccc(NC2=CC(=O)CC(C)(C)C2)cc1	2&-10
Cc1nccn1-c1cc(C(C)C)c(C#N)c2nc3ccccc3n12	1
C=CCOc1ccc(C2C(C(=O)OCCOC)=C(C)N=C3SCCC(=O)N32)cc1 (stereo unspecified)	-17
O=C1CC(c2ccccc2)CC2=C1C(c1ccc(C(F)(F)F)cc1)Nc1ccccc1N2 (stereo unspecified)	10
CC(C)Oc1ccc(OCCSc2nc3ncnc(N)c3[nH]2)cc1	-18
O=C(CCN1C(=O)c2ccccc2C1=O)Nc1ccc(S(=O)(=O)N2CCOCC2)cc1	-3
CCOc1cc2[nH]c(=S)n(Cc3ccc(Cl)cc3)c(=O)c2cc1OCC	5
O=C(c1ccco1)N1CCN(S(=O)(=O)c2cccc3nsnc23)CC1	0
Cc1ccc(C(=O)NCCSc2c[nH]c3ccccc23)cc1[N+](=O)[O-]	-3
O=S(=O)(NCC1CCCO1)c1cccc2nsnc12 (stereo unspecified)	-3&1
O=C(NCc1ccco1)c1cc2c(s1)CSC2	-9
CCCC(C(=O)NCC1CCCO1)N(Cc1ccco1)C(=O)CNS(=O)(=O)c1ccccc1 (stereo unspecified)	4
COCCNC(=O)CN1C(=O)c2ccccc2Sc2ccc(C(=O)N3CCCC3)cc21	-44
O=C(CSc1nnc(-c2ccncc2)o1)c1ccccc1	-3
CCOC(=O)c1sc2ncn(/N=C/N(C)C)c(=O)c2c1C	-7
COc1cc(OC)cc(C(=O)Nc2ccc(C)cc2C(=O)c2ccccc2)c1	0
Additional results:
SMILES	14-3-3 PPI
COc1ccc(-n2c(-c3ccc(F)cc3)nc(=S)c3c2CCCC3)cc1	-8
O=C(c1ccccc1F)N1CCN(c2ccc([N+](=O)[O-])c(NCc3ccco3)c2)CC1	-8
O=C(Cn1cnc2c(cnn2-c2ccc(F)cc2)c1=O)N1CCN(c2ccccc2F)CC1	0
O=C(c1ccc2c(c1)OCO2)N1CCN=C1SCc1cccnc1	-8&-8
Cc1ccc(N(CC(N)=O)C2SC(=O)N(Cc3ccccc3)C2=O)cc1 (stereo unspecified)	2
COc1cc(OC)cc(C(=O)Nc2nn[nH]n2)c1	-32
CC(C)CCNC(=O)c1ccc2c(c1)NC(=O)C(N1CCOCC1)S2 (stereo unspecified)	-1
CCCSc1nnc2c(n1)OC(c1ccc(C(=O)OC)cc1)Nc1ccc(Br)cc1-2 (stereo unspecified)	-63
O=C(Nc1ccc(F)cc1)c1cc2cc3ccc(Cl)cc3nc2o1	15
COC(=O)NCC12CC3CC(C1)CC(CNC(=O)OC)(C3)C2	-9
COc1ccccc1NC(=O)Cn1c(=O)n(Cc2ccccc2Cl)c(=O)c2cc(OC)c(OC)cc21	-2
O=C(Nc1ccc(-c2nc3ccccc3[nH]2)cc1)c1cccs1	-15
CCOc1ccc2nc(NC(NC(C)=O)(C(=O)OC)C(F)(F)F)sc2c1 (stereo unspecified)	6
O=C(Nc1ccc(O)c(-c2nc3ccccc3s2)c1)c1ccc(Cl)c([N+](=O)[O-])c1	-14
CC1CN(C(=O)c2cn3ccccc3n2)CC(C)O1 (stereo unspecified)	-4
CSc1ccc(C(Nc2ccccn2)c2ccc3ccc(C)nc3c2O)cc1 (stereo unspecified)	9
CC(C)CN(CC(C)C)S(=O)(=O)N1CCC(C(=O)NC(C)C)CC1	5
Cc1ccc(NC(=O)CSc2n[nH]c(-c3cccc([N+](=O)[O-])c3)n2)c(C)c1	-1
CCCCNC(=O)CSc1nc2ccccc2c(=O)n1Cc1ccc2c(c1)OCO2	2
O=C(Nc1nc(-c2nc3ccccc3s2)cs1)c1ccc(S(=O)(=O)N2CCCC2)cc1	-8
O=C(CN1CCOCC1)NCC12CC3CC(CC(C3)C1)C2	-9&-10
CC(=O)NC(=O)c1cc2cc(Br)ccc2oc1=Nc1ccc(C(C)=O)cc1	-17
CCCCOC(=O)C1=C(C)NC2=C(C(=O)CCC2)C1c1ccccc1[N+](=O)[O-] (stereo unspecified)	-12
CCn1nc(C(=O)OC2CCOC2=O)c2ccccc2c1=O (stereo unspecified)	-3
Cc1ccc(NC(=O)CSc2nc3ccccc3c(=O)n2CCCN2CCCCC2)cc1C	1
C=CCn1c(=N)n(CC(O)COc2ccccc2OC)c2ccccc21 (stereo unspecified)	-6
COc1ccccc1Nc1cc(C(F)(F)F)nc2c(OC)ccc(OC)c12	-84
CN(C)C(=O)CCn1cnc2c1c(=O)[nH]c(=O)n2C	3
CC(=O)C1=C(O)C(=O)N(CCO)C1c1ccc(Br)cc1 (stereo unspecified)	-1
Oc1cc2ccccc2cc1CN1CCOCC1	0
CC1=C(C(=O)OC2CCCC2)C(c2ccc(C)c([N+](=O)[O-])c2)C2=C(CC(c3cccs3)CC2=O)N1 (stereo unspecified)	-13
O=S(=O)(Nc1ncccn1)c1ccc(Nc2ncnc3ccccc23)cc1	2
CC(C)Oc1ccc(C(=O)NCc2ccco2)cc1	0
COc1ccc(OC)c(NS(=O)(=O)c2cnc[nH]2)c1	-10
O=C(NCC1CCCO1)c1ccc(N2CCCCC2)c([N+](=O)[O-])c1 (stereo unspecified)	-11
Cc1nc2cncc(Br)c2n1C	1

Retrieved one by one from above, two records:
SMILES	14-3-3 PPI
Cc1sc2nnn(CC(=O)N3CCN(C(=O)c4ccco4)CC3)c(=O)c2c1C	-7
COc1ccc(CC(=O)Nc2c3c(nn2-c2cccc(Cl)c2)CS(=O)C3)cc1 (stereo unspecified)	1

Next part.
SMILES	14-3-3 PPI
CC1CC(C)CN(CC(=O)Nc2c3c(nc4ccccc24)CCC3)C1 (stereo unspecified)	-2
COC(=O)CCS(=O)(=O)c1ccc(Br)cc1	0
Cc1ccc(C(=O)C2C(c3ccc(-c4ccccc4[N+](=O)[O-])o3)NC(=O)NC2(O)C(F)(F)F)cc1 (stereo unspecified)	-32
Cc1cc(C)c2[nH]c(C)c(CN3CC4(C)CC3CC(C)(C)C4)c(=O)c2c1 (stereo unspecified)	0
O=C1C2CC=CCC2C(=O)N1c1ccc(Cl)cc1O (stereo unspecified)	-7
Cc1cccc(-n2cc(-c3ccc([N+](=O)[O-])cc3)[nH]c2=S)c1	-11
O=C(c1ccc2nc3ccc(Cl)cc3c(=O)n2c1)N1CCc2ccccc2C1	-3
Cc1c(Cl)cccc1N1C(=O)c2ccccc2C1=O	-4
O=C(NC1CCCCCCC1)C1CCN(S(=O)(=O)N2CCCC2)CC1	-5
CC(=O)Nc1cc(C(=O)N2CCc3ccccc3C2)ccc1Sc1ccc(F)cc1	10
O=C(c1ccc(S(=O)(=O)Cc2ccccc2F)c([N+](=O)[O-])c1)N1CCc2ccccc21	-15
O=C(NCCc1ccccc1)c1cccn2c(=O)c3cc(Cl)ccc3nc12	-8
Cc1c(C(=O)Nc2ccc(Oc3ccc(Cl)cc3)cc2)sc2ncn(CC(=O)N3CCCC(C)C3)c(=O)c12 (stereo unspecified)	-3
CCOC(=O)c1ccc(NC(=O)C2CC(=O)N(C)C(=Nc3cccc(Cl)c3)S2)cc1 (stereo unspecified)	-24
NC(=O)C12CCC3CC(CC(C3)C1)C2	-6
COC(=O)c1ccc(Sc2ccccc2)c([N+](=O)[O-])c1	1
Cc1cc(NC(=O)CSc2c(C)[nH]c3ccccc23)no1	-1
Cc1ccccc1NC(=O)c1ccccc1Br	-4
CCCN1CCN(C(=O)c2sc3ncnc(N4CCc5ccccc5C4)c3c2C)CC1	3
CC(=O)c1cccc(NC(=O)CN(C)S(=O)(=O)c2ccc(C)cc2)c1	1
CCCCCC1CC(CC(O)CO)C(=O)O1 (stereo unspecified)	-1
Nc1nonc1-c1noc(CCCOc2ccc(Cl)cc2Cl)n1	-2
CCc1cccc(N=c2c([N+](=O)[O-])nn(-c3ccccc3)n2O)c1	-3
O=C(CCn1c(=S)oc2ccccc21)NC1CCCc2ccccc21 (stereo unspecified)	3
O=C(CNS(=O)(=O)c1cccs1)NCc1ccc(F)cc1	-15

Screening results (PubChem)
